# High-throughput results (PubChem)
# Pol kappa inh = blocks human DNA polymerase kappa activity | 400,000 compounds, 0.53% hits | Potency, µM (top dose mostly 107 µM), for the others: at the highest dose activity, negative = inhibition, most hits filed as inhibitors | purified Pol kappa, fluorescent DNA synthesis assay, 10 min | Q9UBT6; note: potency is the fitted concentration of half-maximal effect; % is set by controls: 0 for no effect and ±100 for the full control effect
#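 10 nM Pol kappa preincubated 15 min at room temperature with compounds, then reaction started with substrate at 50 nM final. Fluorescence read kinetically at 0 and 10 min; buffer-only wells served as negative control.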
# Apoferritin bind = binds horse apoferritin like a general anesthetic; P02791; apoferritin/1-aminoanthracene competitive binding, fluorescence; Potency, µM (doses to about 77.5 µM), for the others: at the highest dose activity change, negative = displacement, most hits filed as inhibitors; 350,000 compounds, 0.074% hits; AID 485281; note: potency is the fitted concentration of half-maximal effect; % is set by controls: 0 for no effect and ±100 for the full control effect; nearly all actives have a fitted effect of over 20% in size
# Target sequence (P02791 2-175 limits assumed): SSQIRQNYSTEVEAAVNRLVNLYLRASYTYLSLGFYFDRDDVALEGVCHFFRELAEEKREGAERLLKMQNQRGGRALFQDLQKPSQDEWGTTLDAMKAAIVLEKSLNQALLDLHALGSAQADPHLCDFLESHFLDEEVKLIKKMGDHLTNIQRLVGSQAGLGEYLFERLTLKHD
#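 Concentration-response curves derived by four-parameter Hill fitting of normalized fluorescence, where compounds displaced 1-AMA from 10 uM horse apoferritin following a brief 10 min room-temperature incubation; propofol titration acted as positive control.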
# Pol iota inh = inhibitors of human DNA polymerase iota; Q9UNA4; AID 588590; 390,000 compounds, 1% hits; Potency, µM (doses to about 115 µM), for inactives: at the highest dose activity, negative = inhibition, usual class: inhibitors; Pol iota fluorescent replication assay, 10 min; note: potency is the fitted concentration of half-maximal effect
#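 Fluorescent replication assay read twice, at 0 min and 10 min after adding 50 nM (final) substrate. Enzyme (10 nM) and compounds were first incubated 15 min at room temperature; enzyme-free buffer wells were negative controls.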
# ERG Ets-DNA blk = ERG Ets/DNA interaction inhibition; AID 624246; 370,000 compounds, 0.028% hits; P11308; Potency, µM (series often up to 76.9 µM), for inactives: top-dose FP activity, negative = inhibition, usual class: inhibitors; fluorescence polarization, His-ERG Ets domain / labelled DNA; active = well fitted inhibition curve with a large enough effect in the polarisation, with a control signal flat; inconclusive = small, poorly fitted or top-dose-only effect, or effect the other way, or a change in a side signal; inactive = no such curve, though single readings can be large or run the other way; the % refers to the polarisation;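 note: polarization taken with two DNA probes labelled with fluorescein and Texas red; potency is the fitted concentration of half-maximal effect; % of control where 0% means no effect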
# Target sequence (P11308 whole entry, looked up, the tested form may be a part): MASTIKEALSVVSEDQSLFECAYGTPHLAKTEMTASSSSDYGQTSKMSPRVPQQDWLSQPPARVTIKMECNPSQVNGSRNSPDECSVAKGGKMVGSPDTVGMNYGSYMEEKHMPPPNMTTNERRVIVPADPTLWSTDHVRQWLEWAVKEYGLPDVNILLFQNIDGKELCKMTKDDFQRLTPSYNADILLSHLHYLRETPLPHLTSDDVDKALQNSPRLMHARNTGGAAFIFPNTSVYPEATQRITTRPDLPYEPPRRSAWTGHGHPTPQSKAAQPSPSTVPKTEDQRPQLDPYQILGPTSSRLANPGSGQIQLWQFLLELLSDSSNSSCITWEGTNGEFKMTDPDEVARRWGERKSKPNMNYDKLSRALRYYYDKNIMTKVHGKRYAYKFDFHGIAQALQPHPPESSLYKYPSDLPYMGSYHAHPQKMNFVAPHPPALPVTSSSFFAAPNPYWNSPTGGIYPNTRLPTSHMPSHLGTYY
#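 His-tagged ERG Ets domain (1 uM in the protein solution; 300mM KCl, 50mM Tris-HCl, 1mM EDTA, 1mM DTT, pH 7.5) received compound, then a probe mix of 5 nM fluorescein-DNA and 100nM Texas-615-DNA. Fluorescence polarization was read for both dyes.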
# APEX1 inh = blocks human APE1 abasic DNA cleavage; Potency, µM (titrated, usually from 65.8 µM), for the others: at the highest dose activity change, negative = inhibition, most hits filed as inhibitors; 350,000 compounds, 0.35% hits; recombinant APE1, TAMRA/BHQ-2 abasic DNA cleavage fluorescence;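 note: potency is the fitted concentration of half-maximal effect; plate controls were vehicle for no effect and reference inhibitor for full effect; nearly all actives have a fitted effect of over 55% in size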
# Target sequence (P27695 whole entry, looked up): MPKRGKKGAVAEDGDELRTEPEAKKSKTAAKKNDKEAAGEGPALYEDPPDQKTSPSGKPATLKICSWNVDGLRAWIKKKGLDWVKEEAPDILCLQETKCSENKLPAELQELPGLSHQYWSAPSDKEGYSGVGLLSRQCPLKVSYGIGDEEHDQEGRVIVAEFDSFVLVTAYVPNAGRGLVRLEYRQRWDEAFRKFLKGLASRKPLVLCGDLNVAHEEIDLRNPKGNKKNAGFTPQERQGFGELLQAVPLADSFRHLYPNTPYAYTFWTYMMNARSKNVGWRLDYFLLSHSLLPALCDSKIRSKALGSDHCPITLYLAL
#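 Measures dequenching upon AP-site incision of a 5'-TAMRA/3'-BHQ-2 THF-containing duplex, 50 nM; human APE1 0.75 nM after 15 min room-temperature exposure to compound; kinetic three-point read at one-minute spacing.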
# POLB inh = blocks human DNA polymerase beta activity. P06746. Pol beta primer extension/strand displacement, fluorescence kinetic. Potency, µM (top dose mostly 114 µM), without a hit: at the top dose activity change, negative = inhibition, most hits filed as inhibitors. 340,000 compounds, 1.3% hits; note: potency is the fitted concentration of half-maximal effect; % is set by controls: 0 for no effect and ±100 for the full control effect
#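 Human Pol beta at 10 nM; strand-displacement substrate 50 nM final. Compound exposure 15 min at room temperature before start, reaction 10 min at room temperature.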
# ALOX12 inh = blocks human arachidonate 12S-lipoxygenase | P18054 | purified 12hLO, xylenol orange hydroperoxide absorbance | Potency, µM (doses to about 108 µM), for the others: top-dose activity change, negative = inhibition, usual class: inhibitors | 580,000 compounds, 1.1% hits | AID 1671190; note: potency is the fitted concentration of half-maximal effect; % is set by controls: 0 for no effect and ±100 for the full control effect
#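 Hydroperoxide product was detected by ferrous iron/xylenol orange as the 573 to 405 nm absorbance ratio. Arachidonic acid at 40 uM (final) was turned over for 30 min at room temperature by 150 nM human 12hLO, pH 7.0 Hepes buffer, after 15 min compound preincubation.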
# BLM inh = inhibitors of human Bloom syndrome helicase BLM | P54132 | recombinant BLM DNA unwinding, fluorescence dequenching | Potency, µM (highest dose often 56.1 µM), without a hit: at the top dose activity change, negative = inhibition, hits mostly inhibitors | 350,000 compounds, 0.2% hits;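 note: potency is the fitted concentration of half-maximal effect; plate controls were vehicle for no effect and no enzyme for full effect; nearly all actives have a fitted effect of over 35% in size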
# TRHR agonist = activates the human TRH receptor; AID 493084; activation, % at 2 µM; TRHR cells, calcium flux fluo-8, FDSS agonist mode; 360,000 compounds, 0.18% hits; P34981; in the data active = activation above about 30%; note: 0% is about no effect
#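 Fluo-8-loaded TRHR cells; 10 s baseline, compound added, kinetic Ca2+ fluorescence read 1/s, agonist mode.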
# Starred values were filed as active, the others as inactive; ? = inconclusive; . = no result given; [ ] = another dose, or the depositor's remark. Unless noted, calls come from the whole dose curve; as a rule, active = well fitted curve in the direction sought with a large enough effect; inconclusive = small, poorly fitted or top-dose-only effect, or another doubt; inactive = no such curve, though single readings can be large; an effect the other way counts as inactive or inconclusive. A portion of the library; the hit share may differ from the screen's.
# Fields: Pol kappa inh, Apoferritin bind, Pol iota inh, ERG Ets-DNA blk, APEX1 inh, POLB inh, ALOX12 inh, BLM inh, TRHR agonist
CCCn1c(=N)c(S(=O)(=O)c2ccccc2)cc2c(=O)n3cccc(C)c3nc21
  -14%, -2%, 6%, -1%, 15%, 36%, -8%, -3%, -0.3
CN(C)CCNc1ncnc2ccccc12
  -2%, -20%, 26%, 4%, 1%, -13%, 0%, -6%, 1.2
O=C(CCSCCc1ccccn1)Nc1cccc([N+](=O)[O-])c1
  -13%, -16%, 22%, 8%, 3%, 11%, -13%, -5%, -0.6
O=C(Nc1cccc(C(=O)NC2CC2)c1)c1ccc(F)c(S(=O)(=O)N2CCOCC2)c1
  -9%, ., 127%[activator], -2%, -3%, ., -3%, ., 0.1
Cc1cc(C)c2nc(N3CCCC(C(=O)NCc4cccc(Cl)c4)C3)sc2c1 (centres undefined)
  3%, -8%, 12%, 6%, ., 16%, -28%, -5%, 0.2
CCn1ccnc1CNC(=O)c1ccc2oc(CCCc3ccccc3)nc2c1
  0%, ?, 7%, 2%, 1%, 3%, 6%, -1%, -0.8
CCc1nc2c(cnn2-c2ccc(C)cc2)c(=O)n1Cc1ccccc1
  -4%, 47%[activator], 11%, 3%, ., 9%, -18%, -10%, -0.3
Cc1ccc(S(=O)(=O)N2CCOCC2)cc1NC(=O)COC(=O)c1cc(=O)c2ccccc2o1
  -11%, 0%, 167%[activator], -4%, 4%, -18%, -4%, 0%, 0.5
CCN(CC)CCN1C(=O)C(=O)/C(=C(/O)c2ccccc2)C1c1ccccc1F (centres undefined)
  3%, -14%, 7%, -10%, 1%, -1%, -22%, 0%, 0.5
Cc1c(C(=O)N2CCC(Cc3ccccc3)CC2)sc2ncnc(N3CCC(C)CC3)c12
  -13%, -6%, 13%, -9%, 2%, 54%, -20%, -10%, 0.2
Cc1noc(NS(=O)(=O)c2ccc(NC(=O)c3ccc(Br)cc3)cc2)c1C
  ?, -3%, -7%, 2%, ., 0%, ?, 0%, 0.8
CCc1c(C)sc2c1CCN(C(=O)Nc1cc(OC)c(OC)c(OC)c1)C2c1ccccc1 (centres undefined)
  -13%[60.1 µM], -21%, 17%, 0%, ., -5%, -1%, -10%, -0.1
CC(C)(CO)NCc1ccccc1OCC(=O)Nc1ccccc1
  -11%, 0%, 24%, ., 3%, -8%, 0%, 2%, 0.4
CCc1ccc(NC(=S)NCc2cccnc2)cc1
  -6%, -7%, 44%[activator], 4%, 3%, 2%, ?, -1%, 0.3
C=CCNc1nc(C(=O)OCC(=O)c2ccc(F)cc2)cs1
  -6%, ., 1%, -2%, 2%, ., -26%, ., 0.2
CC(C)c1ccc(NC(=O)C2CCCCC2C(=O)O)cc1 (centres undefined)
  -10%, 3%, -5%, -1%, -1%, -28%, 3%, -4%, 0.7
CCOC(=O)C1=CN(Cc2ccco2)S(=O)(=O)N(C)C1c1ccccc1 (centres undefined)
  -9%, ., 17%, -5%, -16%, ., 0%, ., .
CCN(CC)CCN1C(=O)c2ccccc2NC1c1cc(OC)c(OC)c(OC)c1 (centres undefined)
  -3%, 133%[activator], 6%, ., 20%, 3%, 17%, -3%, 1.6
O=C(NCCS(=O)(=O)N1CCN(c2ccccc2)CC1)c1cccc(F)c1
  0%, ., 6%, -1%, 20%, ., -32%, ., 3.9
CCOC(=O)C1CCCN(S(=O)(=O)c2cc3c(cc2Cl)NC(=O)CO3)C1 (centres undefined)
  1%, -21%, -11%, 14%, -4%, 16%, 16%[57.4 µM], -2%, 0.2
O=C(OCC(=O)N1CCN(C(=O)c2ccco2)CC1)c1ccccc1NCCO
  -19%, ., ?, -8%, -43%, ., -3%, ., 0.0
Nc1nnc(SCC(=O)NNC(=O)c2ccc(F)cc2)s1
  -12%, ., -5%, 0%, 0%, ., -9%, ., 0.4
CCOC(=O)c1c(NC(=O)CSc2ncn[nH]2)sc(C(=O)N(C)C)c1C
  -10%, ., 33%[activator], -3%, 2%, ., 1%, ., -0.2
CC(C)N(C(=O)CSc1nnc(NC(=O)Cc2cccs2)s1)C(C)C
  -3%, ?, 13%, 1%, -2%, -2%, -7%, -4%, 0.1
CC(=O)c1cccc(N(CC(=O)Nc2cccnc2)S(C)(=O)=O)c1
  0%, -9%, -8%, ., 3%, 3%, -9%, -4%, 0.9
Nc1cccc(S(=O)(=O)Nc2ccc(SC(F)F)cc2)c1
  -10%, -17%, 32%[activator], -9%, 0%, -9%, 2%, -3%, 0.0
CCC1=NN2C(=N)/C(=C/c3ccc(OS(=O)(=O)c4ccc(C)cc4)c(OC)c3)C(=O)N=C2S1
  -30%, -22%, ?, 5%, -23%, ?, 10%, -5%, 1.0
CC(C)COc1ccc(C(=O)Nc2ccc(NC(=O)c3ccco3)c(Cl)c2)cc1
  -8%, -9%, 4%, -2%, 2%, 10%, 0%, -2%, 1.5
Cn1cc(-c2cc3n(n2)CCC(=O)N3CC(=O)NCc2ccc(Cl)cc2)c2ccccc21
  -18%[60.1 µM], -5%, 11%, -1%, ., -2%, -18%, 0%, -0.1
COc1cc(C)c(S(=O)(=O)NCc2cccnc2)cc1C
  3%, -17%, 29%, 8%, -4%, 1%, 11%, 2%, -0.3
Cc1cc(=O)[nH]c(SCc2nc3ccc([N+](=O)[O-])cc3[nH]2)n1
  -12%, 4%, 7%, -7%, 14%, 8%, -4%, 0%, -0.2
COc1ccc(C(C)=O)cc1CSc1nncn1-c1ccccc1
  -14%, -8%, 9%, 9%, -1%, -10%, -16%, -11%, 0.5
C=CCSc1nc2sc3c(c2c(=O)n1CC)CCc1ccccc1-3
  -7%, -17%, 22%, -4%, 1%, 6%, 7.1µM*, -11%, -0.7
Cc1ccc(C(=O)N(CN2CCCC2=O)c2ccccc2)cc1C
  -19%, -9%, 7%, -9%, -2%, 37%, -9%, -1%, -0.1
COc1ccc(/C=C/C(=O)OCC(=O)NC(C)CCc2ccccc2)cc1 (centres undefined)
  -7%, ., 18%, 17%, 42%[activator], ., 1%, ., .
CC1CN(C(=S)NC(=O)C2CCCCC2)CC(C)O1 (centres undefined)
  -1%, -4%, 24%, -4%, 15%, ?, -15%, 5%, -0.1
COc1cc(Br)cc(/C=C/c2ccc3cccc(O)c3n2)c1O
  -17%, -15%, ?, -10%, -9%, ?, ?, -9%, -1.9
CCOC(=O)c1cc2c(n(-c3ccccc3)c1=O)CC(C)(C)CC2=O
  -5%, 7%, 26%, -13%, 12%, 8%, -3%, 1%, 0.2
Cc1ccccc1C(=O)OCc1cc(=O)n2nc(-c3cccs3)sc2n1
  -12%, -6%, ?, 3%, ., 32µM*, -5%, -6%, -0.5
COc1cc(/C=N\Nc2nc3ccccc3o2)cc(OC)c1OC
  -8%, 8%, ?, ., -6%, 9%, 6%, 0%, -0.3
Cc1ccc(Cn2ccc(O)c(Cc3ccccc3)c2=O)cc1
  -1%, -6%, 49%, -3%, -5%, ?, 0%, -7%, -0.4
N#CC1=C(Nc2ccccc2)SC=C(c2ccc(Br)cc2)N=C1N1CCOCC1
  -10%, -19%, -4%, -6%, 2%, 2%, 0%, 2%, -0.8
COc1cc([C@@H]2CC=C(C(=O)O)[C@H](c3cccc(Cl)c3)N2S(=O)(=O)c2ccc(C)cc2)cc(OC)c1OC
  -6%, ., 8%, -8%, -7%, ., -7%, ., 0.0
O=C(COC(=O)c1cc(-c2ccccc2)nc2ccccc12)Nc1ccc2c(c1)OCO2
  -18%, 0%, 13%, 10%, -2%, 3%, -16%, -1%, 0.1
COc1ccc(-c2[nH]c(-c3ccc(C)cc3)nc2SCC(=O)NC2CCCC2)cc1
  -15%, -3%, 9%, 5%, 1%, 2%, 9%, -14%, -0.5
O=C(Oc1ccccc1-c1nnco1)c1ccccc1
  6%, ?, 6%, 12%, 5%, 1%, 3%, 1%, -0.4
Cc1cc(C)cc(OCC(=O)NC2CCCc3ccccc32)c1 (centres undefined)
  -6%, -5%, 83%[activator], -1%, 4%, 24%, -17%, -1%, -1.0
FC(F)(F)c1ccccc1-c1ccc2ncnc(N3CCOCC3)c2c1
  -4%[60.1 µM], ., ., ., 3%, ., -19%, -1%, .
COC(=O)C1=C(C)N(c2ccccc2)/C(=C/c2ccco2)C1=O
  -1%, 3%, ?, 4%, -2%, 13%, 7%, -8%, -0.5
Cc1ccc(C(=O)CC(=O)c2cc(Cl)ccc2O)cc1
  -5%, -17%, -17%, -1%, -1%, -1%, ?, -12%, 0.6

# The results go on:
# Fields: Pol kappa inh, Apoferritin bind, Pol iota inh, ERG Ets-DNA blk, APEX1 inh, POLB inh, ALOX12 inh, BLM inh, TRHR agonist
c1ccc(CNCCCn2cnc3c(OCc4ccccc4)ncnc32)cc1
  -11%, ., -8%, 15%, ., ., 1%, ., .
Cc1ccc(NC(=O)C(C)OC(=O)CCNS(=O)(=O)c2ccc(C)cc2)cc1 (centres undefined)
  -9%, 6%, 19%, 3%, 9%, 1%, -19%, 1%, -1.4
Cc1onc(-c2c(F)cccc2Cl)c1C(=O)N(C)CCc1ccccn1
  -11%, -4%, 14%, -11%, 42%, 4%, 3%, -1%, 0.0
Cc1nnc(C)n1/N=C/c1ccc(-c2ccccc2Cl)o1
  -2%, -2%, 129%[activator], -8%, -7%, 60%, -24%, 0%, -0.5
Cn1c(=O)c2c(ncn2CCC(=O)N/N=C/c2ccccc2)n(C)c1=O
  9%, 7%, 43%[activator], 10%, -5%, 23%, ?, -2%, 0.3
CC1C(=O)NN=C1C(=O)N/N=C\C(Br)=C\c1ccccc1 (centres undefined)
  -2%, -10%, 11%, 6%, 4%, 4%, -28%, -2%, -1.5
